# CSM14.1 death rescue: rescue of cells from ER stress-induced death, primary screen, 384-well, CSM14.1, thapsigargin, ATP luminescence (AID 1222). CSM14.1 thapsigargin-induced death rescue, ATP luminescence; higher % means a stronger effect. one-dose cellular ATP content (survival), % at 20 µM; EC50 in µM for titrated hits. 190,000 tested, under 10 active;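 active = EC50 below 50 µM in the dose-response confirmation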;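 also: death triggered by thapsigargin at about 15 µM added after 2 h compound pretreatment; cell ATP read after overnight thapsigargin exposure of roughly 18 to 22 hours; normalized against plate controls of thapsigargin alone and 5% DMSO vehicle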
# Dynein cargo inh: blocks dynein driven cargo transport along microtubules; 3617.4 mouse cells, GR-EGFP nuclear translocation imaging; test concentration mostly 20 µM; stimulated with dexamethasone, 1 µM; hits give low values; z-score, hits read low; hit rate 0.47% among 220,000; AID 1381;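 active = plate z-score of nuclear minus cytoplasmic receptor signal below a set negative limit, without overly bright fluorescence or cell loss, cut at about -3.5 in these data, passing the limit was not always enough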;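 also: z-score of nuclear minus cytoplasmic ring GR-EGFP intensity difference per well; some compounds called inactive have numbers as strong as hits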
#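 Also added – dexamethasone, 1.0 µM final · Buffer or medium – tet-free, stripped-serum medium · Schedule – induction 48 h, compound 1 h, agonist 30 min · Detection – formaldehyde fixation, Hoechst nuclear stain, 10x automated fluorescence imaging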
# Insulin prom up: MIN6 insulin promoter up-regulation | z-score at 5 µM | hit rate 0.3% among 190,000 | MIN6 insulin promoter-GFP reporter, high-content imaging; hits give high values | AID 1625;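 active = z-score above 3 at 5 µM with at least 500 cells counted in the well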
# bCat nuc transl: alters nuclear translocation of beta-catenin in HeLa cells; immunofluorescence imaging; nuclear translocation activity, % at 5 µM; hit rate 0.3% among 190,000;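 active = nuclear translocation activity above 50% at 5 µM, with a well cell count of 50 or more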;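 also: per-cell ratio of nuclear to cytoplasmic median beta-catenin stain intensity; plate controls were DMSO negative control for no effect and GSK-3 inhibitor IX positive control for full effect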
#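 Test system: human HeLa cell line; Doses: 5 µM primary, 0.02–20 µM confirmation; Incubation: 24 h compound exposure, 37°C; Detection: beta-catenin immunofluorescence imaging with DAPI; Read-out: beta-catenin nuclear/cytoplasmic ratio, % activation.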
# MT stabilize HCS: microtubule stabilizers in HeLa cells; HeLa tubulin immunostaining HCS, 24 h; share of cells brighter than vehicle mean+2SD; % tubulin-high responders, % at 10 µM; hit rate 0.83% among 200,000; AID 2205;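 active = plate Z-score above 3 for both tubulin-high and condensed-nucleus cell shares, with cell loss under 80%, at 10 µM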;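 also: anti alpha tubulin signal scored within the nucleus-defined area of each cell; some results filed as inactive read as strong as hits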
# XIAP displacement: small molecules displacing peptide from XIAP – biochemical, IAP family, fluorescence polarization (AID 1018); XIAP BIR domain, fluorescence polarization peptide displacement; higher % means a stronger effect; one-dose displacement, % at 20 µM; IC50 in µM for titrated hits; hit rate 0.007% among 200,000; in the data active = displacement above about 50%; also: a part of the inactive calls stands beside numbers as strong as those of hits
# WT yeast gro inh: growth inhibition of WT yeast, mitochondrial fusion screen; hit rate 2.1% among 190,000; AID 1362; mitochondrial fusion phenotypic screen, WT strain; inhibition, % at 10 µM; in the data active = inhibition above about 58%; tested in S. cerevisiae
# Hep lipid drop: modulators of hepatic lipid droplet formation | AML12 mouse hepatocytes, oleate lipid droplets, BODIPY imaging | inhibition, % at 6.5 µM | hit rate 0.4% among 240,000;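 active = lipid droplet intensity inhibited by at least 50%, with more than 500 cells counted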
#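 Assay system: AML12 hepatocytes (mouse); Probe or stimulus: oleic acid at 100 µM to induce lipid droplet formation; Dosing: compound at 6.5 µM only; Schedule: compound with oleate, overnight; Detection: fluorescence imaging, 20x objective, two fields per well; Measure: % inhibition of lipid droplet signal.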
# Autophagy HCS: alters autophagy in cells; MEF GFP-LC3 puncta imaging; test concentration mostly 10 µM; hit rate 0.98% among 190,000; AID 463193; calls only at 10 µM (by protocol);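 active = percentage of spot-positive cells more than 3 SD above its plate mean, without a fluorescence outlier flag or 80% toxicity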;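 also: spot-positive cell cutoff set from DMSO-treated cells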
# WT yeast gro inh mutant strain: further read-out of WT yeast gro inh, marked with its call; inhibition, %; mitochondrial fusion phenotypic screen, mutant strain inhibition
# Dynein cargo inh cytoplasmic EGFP: second read-out of Dynein cargo inh, no call of its own (marks repeat the call); z-score; measured here: cytoplasmic GR-EGFP intensity; hits give high values
# Dynein cargo inh nuclear GR-EGFP: second read-out of Dynein cargo inh, no call of its own (marks repeat the call); z-score; measured here: nuclear GR-EGFP intensity;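 lower value marks the stronger effect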
# Dynein cargo inh cell count: recorded beside Dynein cargo inh, whose call it bears; z-score; measured here: cell count per field
# Insulin prom up cell count: further read-out of Insulin prom up, marked with its call; cell count; measured here: cytotoxicity, nuclei count;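 total cells summed across four imaged fields per well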
# Hep lipid drop cells 6.5 µM: second read-out of Hep lipid drop, no call of its own (marks repeat the call); cell count; measured here: cell count, cytotoxicity flag;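 cells counted across two imaged fields per well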
# bCat nuc transl cell count 5 µM: second read-out of bCat nuc transl, no call of its own (marks repeat the call); cell count; measured here: cell count, cytotoxicity flag
# MT stabilize HCS Hoechst-high %: further read-out of MT stabilize HCS, marked with its call; % Hoechst-high responders; measured here: nuclear condensation Hoechst responders;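 share of cells brighter than vehicle mean plus two SD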
# MT stabilize HCS cytotoxicity %: also measured in MT stabilize HCS; calls as there; toxicity, %; measured here: cytotoxicity by cell density;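 0% = mean cell density of plate MIN control wells and 100% = no cells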
# Autophagy HCS cell loss 18 h: also measured in Autophagy HCS; calls as there; toxicity, %; measured here: cell loss, nuclei count;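 cell loss after 18 h compound exposure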
# Starred values were filed as active, the others as inactive; i = inactive; . = not tested or not shown.
SMILES,CSM14.1 death rescue,Dynein cargo inh,Dynein cargo inh cytoplasmic EGFP,Dynein cargo inh nuclear GR-EGFP,Dynein cargo inh cell count,Insulin prom up,Insulin prom up cell count,bCat nuc transl,bCat nuc transl cell count 5 µM,MT stabilize HCS,MT stabilize HCS Hoechst-high %,MT stabilize HCS cytotoxicity %,XIAP displacement,WT yeast gro inh,WT yeast gro inh mutant strain,Hep lipid drop,Hep lipid drop cells 6.5 µM,Autophagy HCS,Autophagy HCS cell loss 18 h
N=c1c2c3c(sc2ncn1N)CCC3,.,-0.51,-0.26,-0.14,0.42,0.87,1154,-0.7,1311,.,.,.,.,.,.,2,720,.,.
COc1ccc(C(=O)NNC(=O)CCn2nnc(-c3ccc(Cl)cc3)n2)cc1OC,0.2%,0.16,-0.26,0.65,0.45,-0.04,1451,-0.1,1505,0.7,0.7,1.7,-5.1%,-2,-12,5,759,i,8
COc1ccc(N2CCC(CNC(=S)Nc3cc(C)ccc3C)C2)cc1 (stereo not drawn),.,-1.3,-0.29,-0.065,0.57,-1.2,1064,1.1,1361,.,.,.,.,.,.,5,663,.,.
Cc1cc(O)cc(O)c1-c1onc(C(F)(F)F)c1-c1cscn1,-1.3%,-1,-0.21,-0.22,0.8,-0.36,1470,-2.4,985,2.5,2.2,6.0,-0.6%,-2,-15,.,.,i,-14
O=C1CCCN2N=C(SCC(=O)N3N=C(c4ccc(Br)cc4)CC3c3ccc(F)cc3)SC2=N1 (stereo not drawn),0.4%,-0.0078,0.17,-0.063,-0.21,-0.95,1595,-4.1,1072,2.5,3.3,12,-0.8%,34,-15,7,694,i,-13
O=C(NN1CCOCC1)c1cnn2c(C(F)F)cc(-c3ccccc3)nc12,1.5%,0.77,-0.16,0.9,-1,-0.04,1624,-0.8,954,5.3,1.3,8.5,0.5%,3,4,4,678,i,28
CCn1c(CSCc2ccc(F)cc2)nnc1SCC(=O)N1CCN(c2ccccc2)CC1,-2.8%,-0.35,-0.28,-0.17,0.083,.,.,4.3,1040,2.0,1.2,6.4,-5.2%,17,23,-6,743,i,4
COC(=O)c1ccccc1NC(=O)c1noc2c1CCC2,1.1%,.,.,.,.,1.1,1760,-1.1,1026,.,.,.,2.2%,-4,-9,-1,649,.,.
COc1ccc(C(=O)NCC(=O)n2nc(C)cc2C)cc1OC,-2.3%,-0.3,-0.18,0.27,-1.3,-0.09,1200,1.5,1101,2.6,1.2,2.9,-1.7%,-5,-14,0,768,i,1
CCCCOC(=O)CCc1c(C)[nH]c(=O)c(C#N)c1C,-0.8%,0.2,-0.26,0.23,0.35,-0.7,1837,2.7,1129,7.0,5.7,6.0,-4.1%,24,18,.,.,i,23
COC(=O)c1cc(C(=O)OC)cc(N2C(=O)CC(Sc3nc(C)cc(C)n3)C2=O)c1 (stereo not drawn),-1.2%,0.29,-0.28,0.47,-0.38,.,.,.,.,3.8,1.2,7.3,-9.6%,34,2,-13,725,i,2
Cc1ccc(S(=O)(=O)Cc2ccc(C(=O)N3CCN(c4cc(C)ccc4C)CC3)o2)cc1,0.4%,-0.87,-0.34,-0.78,0.61,-0.62,1360,-2.6,1015,29*,20*,55*,-4.7%,46,-20,.,.,i,2
Cc1ccc(N(C(=O)Cn2nnc3ccccc32)C(C(=O)NCc2ccccc2)c2ccccn2)cc1 (stereo not drawn),0.8%,-0.07,-0.21,-0.08,0.19,-0.36,1632,-1.9,1104,3.0,2.5,7.3,-4.1%,-1,10,-1,570,i,-3
CSc1ccccc1C(=O)N1CCN(c2ncccn2)CC1,-1.1%,2.1,-0.15,1,-0.71,-0.29,1422,-2.8,1138,1.3,1.1,8.3,-2.1%,6,-13,38,692,i,-8
c1coc(-c2nnc3sc(-c4cccs4)nn23)c1,1.1%,-0.23,-0.14,-0.04,-0.036,1.6,1192,3.9,984,4.3,2.4,12,-3.9%,7,6,9,825,i,10
O=c1c(-c2cc3ccccc3o2)[n+]([O-])c2ccccc2n1OCc1ccccn1,-3.6%,1.2,-0.26,0.54,-0.44,0.17,1349,-1.6,962,4.1,1.1,2.4,-6.1%,14,6,.,.,i,-1
CCOP(=O)(OCC)C(NC(=O)c1cc([N+](=O)[O-])cc([N+](=O)[O-])c1)C(F)(F)F (stereo not drawn),1.2%,-1.2,-0.18,-0.6,0.19,0.3,1256,-1.0,1034,2.3,3.2,11,-2.1%,-4,-6,6,701,i,8
COc1ccc(/C=N/NC(=O)CNC(=O)c2ccc(S(=O)(=O)N3CCOCC3)cc2)cc1OC,-0.6%,-0.71,-0.23,-0.73,0.69,0.64,1114,-0.5,770,6.5,3.4,7.1,-2.5%,-2,-20,-4,489,i,-12
CC(=O)O[C@H]1C[C@@]2(C)[C@@H](C[C@@H](O)[C@H]3[C@@]4(C)CC[C@@H](O)[C@@H](C)C4CC[C@@]32C)/C1=C(\CCC=C(C)C)C(=O)O (stereo partly drawn),-2.7%,0.21,-0.26,0.3,0.83,.,.,-7.5,517,3.2,3.5,13,-5.6%,1,-7,1,687,i,7
O=C(CSc1nnc(NCc2ccccc2)s1)c1ccco1,-0.3%,-0.07,-0.18,-0.0062,-0.072,-0.07,1249,-2.5,993,1.3,1.9,11,-11%,-30,-3,.,.,i,-7
C/C(N)=C(/C#N)C(=O)COC(=O)c1cc2c(s1)CCC(C)C2 (stereo not drawn),-0.6%,2,-0.11,0.96,-0.77,0.5,1346,0.4,1124,2.4,1.5,13,-3.2%,39,9,-2,661,i,4
CC(C)Oc1ccc(C(=O)Nc2nnc(SCC(=O)N3CCOCC3)s2)cc1,-5.9%,0.45,-0.21,0.024,-0.12,0,1520,-3.3,1173,5.6,1.3,7.7,2.3%,27,1,-2,642,i,-1
FC(F)(F)c1cnc(NNC(=S)Nc2ccccc2Cl)c(Cl)c1,-0.7%,0.066,-0.18,-0.17,0.14,-2.3,881,2.9,1009,4.8,3.7,9.6,-4.3%,30,16,-24,568,i,27
Cc1ccc(C(=O)O)cc1NC(=S)NC(=O)C(c1ccccc1)c1ccccc1,-1.5%,-0.28,-0.054,0.59,0.25,1.7,1355,-1.7,1441,3.2,2.4,7.2,-6.0%,4,0,.,.,i,-10
CC(C)(C)C(=O)Nc1cccc(C(=O)Nc2cc(C(=O)O)cc(C(=O)O)c2)c1,2.7%,0.0099,-0.25,0.062,-0.083,-0.06,1281,-1.7,550,1.9,2.7,7.5,0.0%,-11,-11,-5,681,i,-9
O=C(COC(=O)c1ccncc1)Nc1cccc(Cl)c1,-1.7%,0.33,0.075,0.13,-1.4,-0.11,1270,-1.6,836,3.4,1.7,2.5,-3.8%,-12,-3,.,.,i,-3
Cc1[nH]c(=O)[nH]c(=O)c1S(=O)(=O)N1CCCC(C(=O)NCCc2ccccc2)C1 (stereo not drawn),6.0%,-0.39,-0.22,0.093,0.95,-0.12,864,-1.9,1130,1.8,2.2,9.6,-2.9%,-8,-4,14,818,i,7
O=C(NC1CCCc2ccccc21)C1CCCO1 (stereo not drawn),-1.5%,-0.92,-0.0076,-0.11,0.53,0.13,1289,0.2,1146,4.2,1.3,5.5,0.0%,5,7,-7,794,i,-7
O=C1OCCN1CCN(CN1C(=O)CCC1=O)CN1C(=O)CCC1=O,-0.7%,1.1,-0.25,0.11,0.35,0.49,1495,-8.3,1005,3.0,1.5,12,-3.9%,-11,-2,.,.,i,-7
COc1ccc(C)cc1S(=O)(=O)N(CC(=O)O)c1ccc(C)cc1,3.5%,0.038,-0.26,-0.12,0.48,-0.13,1250,0.1,1104,4.0,2.1,2.7,-0.9%,33,33,53*,846*,i,5
CC(C)CCNC(=O)NC(=O)COC(=O)CNC(=O)C1CCCCC1,.,-0.68,-0.27,-0.015,-0.039,-0.54,1076,0.1,1094,6.0,2.6,8.9,-5.1%,-23,14,-12,574,i,2
COc1ccc(Cn2c(=O)[nH]c3cc(C(=O)N4CCN(Cc5ccccc5)CC4)ccc3c2=O)cc1,-1.8%,-0.92,-0.042,0.0089,0.1,-1.4,841,2.2,1415,3.6,2.1,5.0,-7.4%,-2,-3,.,.,i,7
CC1CCN(C(=O)Cn2c(=O)n(-c3ccc(F)cc3)c(=O)c3sccc32)CC1,0.0%,-0.19,-0.31,-0.0085,-0.044,-0.09,1352,.,.,3.1,1.8,7.4,-2.0%,-1,15,5,713,i,-3
OC1(CNCc2cn[nH]c2-c2cc3ccccc3o2)CCCCC1,-2.7%,-0.72,-0.24,-0.57,0.77,-0.08,1565,-1.8,1020,1.6,1.6,6.9,-4.9%,10,2,-1,710,i,3

# Some of the entries above in a different format.
mol | CSM14.1 death rescue | Dynein cargo inh | Dynein cargo inh cytoplasmic EGFP | Dynein cargo inh nuclear GR-EGFP | Dynein cargo inh cell count | Insulin prom up | Insulin prom up cell count | bCat nuc transl | bCat nuc transl cell count 5 µM | MT stabilize HCS | MT stabilize HCS Hoechst-high % | MT stabilize HCS cytotoxicity % | XIAP displacement | WT yeast gro inh | WT yeast gro inh mutant strain | Hep lipid drop | Hep lipid drop cells 6.5 µM | Autophagy HCS | Autophagy HCS cell loss 18 h
COc1ccc(Cn2c(=O)[nH]c3cc(C(=O)N4CCN(Cc5ccccc5)CC4)ccc3c2=O)cc1 | -1.8% | -0.92 | -0.042 | 0.0089 | 0.1 | -1.4 | 841 | 2.2 | 1415 | 3.6 | 2.1 | 5.0 | -7.4% | -2 | -3 | . | . | i | 7
CC1CCN(C(=O)Cn2c(=O)n(-c3ccc(F)cc3)c(=O)c3sccc32)CC1 | 0.0% | -0.19 | -0.31 | -0.0085 | -0.044 | -0.09 | 1352 | . | . | 3.1 | 1.8 | 7.4 | -2.0% | -1 | 15 | 5 | 713 | i | -3
